Screening results deposited in PubChem by National Center for Advancing Translational Sciences (NCATS).
EPAC1 ag – qHTS for Agonist of cAMP-regulated guanine nucleotide exchange factor 3 (EPAC1): primary screen; Rap guanine nucleotide exchange factor 3 (Homo sapiens), O95398; EPAC1 agonist qHTS, biochemical assay; response scale: 100% = response to 6.5 mM cAMP; Potency, µM (doses to about 154 µM), for the others: at the top dose activation, actives largely listed as activators; 360,000 tested, 0.073% active; note: potency is the fitted concentration of half-maximal effect; nearly all actives have a fitted effect of over 60% in size
Target sequence (O95398 whole entry, looked up): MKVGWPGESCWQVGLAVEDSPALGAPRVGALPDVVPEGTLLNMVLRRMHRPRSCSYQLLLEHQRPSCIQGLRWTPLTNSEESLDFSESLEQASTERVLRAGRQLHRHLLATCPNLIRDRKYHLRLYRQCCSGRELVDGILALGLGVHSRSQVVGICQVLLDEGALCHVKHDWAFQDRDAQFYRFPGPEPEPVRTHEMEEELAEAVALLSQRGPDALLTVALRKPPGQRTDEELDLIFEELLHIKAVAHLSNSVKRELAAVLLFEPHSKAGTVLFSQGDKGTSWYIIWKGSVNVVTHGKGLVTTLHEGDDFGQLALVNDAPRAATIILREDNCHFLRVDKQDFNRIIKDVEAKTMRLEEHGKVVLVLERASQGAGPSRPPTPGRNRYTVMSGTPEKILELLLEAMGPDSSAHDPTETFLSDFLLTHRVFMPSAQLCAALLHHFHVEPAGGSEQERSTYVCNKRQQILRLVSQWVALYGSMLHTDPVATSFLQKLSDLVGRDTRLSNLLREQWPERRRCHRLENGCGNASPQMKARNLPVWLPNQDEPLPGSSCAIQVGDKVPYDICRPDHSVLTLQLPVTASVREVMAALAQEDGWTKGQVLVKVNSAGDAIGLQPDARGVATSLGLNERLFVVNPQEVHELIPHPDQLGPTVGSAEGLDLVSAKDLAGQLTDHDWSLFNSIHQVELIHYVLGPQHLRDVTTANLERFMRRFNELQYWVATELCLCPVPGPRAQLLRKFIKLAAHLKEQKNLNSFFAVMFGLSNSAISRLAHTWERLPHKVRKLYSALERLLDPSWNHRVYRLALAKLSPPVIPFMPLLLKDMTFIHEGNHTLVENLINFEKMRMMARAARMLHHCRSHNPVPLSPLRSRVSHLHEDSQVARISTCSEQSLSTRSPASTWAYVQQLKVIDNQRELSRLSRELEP
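Nucleotide exchange assay: 100 nM EPAC1 with 250 nM Rap1B loaded with BODIPY-GDP and 50 uM GDP, room temperature. Fluorescence (480/540 nm) read every 5 min for 30 min; signal change normalized to 6.5 mM cAMP as full agonist.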
PLK1 PBD inh – qHTS for Inhibitors of PLK1-PDB (polo-like kinase 1 - polo-box domain): Primary Screen. Potency, µM, inactives show max response, negative = inhibition, actives largely listed as inhibitors. 360,000 tested, 2.8% active. AID 720504, 2013. Serine/threonine-protein kinase PLK1 (Homo sapiens), P53350. Plk1 PBD binding of FITC phosphopeptide, fluorescence polarization; note: potency is the fitted concentration of half-maximal effect; series mostly up to about 57 µM; % is set by controls: 0 for no effect and ±100 for the full control effect; nearly all actives have a fitted effect of over 65% in size
EPAC1 antag – qHTS for Antagonist of cAMP-regulated guanine nucleotide exchange factor 3 (EPAC1): primary screen | EPAC1 GEF assay, Rap1b-BODIPY-GDP exchange fluorescence | AID 720709, 2013 | Rap guanine nucleotide exchange factor 3 (Homo sapiens), O95398 | 360,000 tested, 0.14% active | Potency, µM (doses to about 115 µM), inactives show at the highest dose activity change, negative = inhibition, most hits filed as inhibitors;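 note: potency is the fitted concentration of half-maximal effect; plate controls were vehicle for no effect and positive control for full effect; nearly all actives have a fitted effect of over 50% in size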
Abeta yeast res – qHTS for compounds that reverse cellular toxicity of Amyloid beta (A-beta) peptide in yeast: Primary Screen. yeast expressing A-beta42, growth rescue, OD600, 48 h; response scale: 0% DMSO, 100% iron-clioquinol control. Potency, µM (doses to about 46.1 µM), for inactives: at the highest dose growth rescue, most hits filed as activators. 410,000 tested, 0.063% active. AID 1347071, 2019; note: potency is the fitted concentration of half-maximal effect; nearly all actives have a fitted effect of over 55% in size
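Yeast A-beta toxicity model in growth medium with pinned compounds, 48 h at 30 C; growth read as absorbance at 600 nm. Normalized to FeCl3/clioquinol equimolar mix (positive) and DMSO (negative).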
WRN inhibitor – qHTS for Inhibitors of WRN Helicase; Bifunctional 3'-5' exonuclease/ATP-dependent helicase WRN (Homo sapiens), Q14191; WRN helicase unwinding, fluorescent forked duplex, kinetic; Potency, µM (doses to about 114 µM), for the others: at the top dose activity change, negative = inhibition, hits mostly inhibitors; 360,000 tested, 0.46% active; note: potency is the fitted concentration of half-maximal effect; % is set by controls: 0 for no effect and ±100 for the full control effect; nearly all actives have a fitted effect of over 55% in size
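Fluorescence dequenching readout, ex 525 nm/em 598 nm, kinetic mode: forked duplex DNA (100 nM final) with adjacent fluorophore and quencher unwound by WRN (20 nM final) with 2 mM ATP. Compound preincubation 15 min, room temperature.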
IL2 activator – qHTS of IL-2 Activators; IL-2 activation reporter assay, cell-based qHTS; stimulated with anti-CD3/CD4/CD28 beads; in transgenic mouse T cells; activation, % (series mostly up to about 46 µM); 360,000 tested, 0.065% active; AID 652025, 2013; in the data active = activation above about 50%; inconclusive = mostly about 30% to 49%; note: 0% is about no effect
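Unstimulated transgenic mouse T cells; 60-min compound exposure; bead-based TCR/CD4/CD28 stimulation; 18 h culture, 37 degrees C; dual fluorescence (EGFP, DsRed) plate cytometry.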
PI5P4Ka inh – qHTS for Inhibitors of phosphatidylinositol 5-phosphate 4-kinase (PI5P4K) | PI5P4Kalpha enzyme, ADP-Glo luminescence, 60 min; active compounds read low | max response, % | 330,000 tested, 1.2% active | AID 652105, 2013; active = max response of -50% or lower; inconclusive = between -30% and -50%; inactive = -30% or higher; note: value at the top dose of about 77 µM; % is set by controls: 0 for no effect and ±100 for the full control effect
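PI5P4Kalpha ADP-Glo assay; 5 microM ATP final; 60 min RT reaction; HEPES pH 7.4/EGTA/CHAPS, 5% DMSO; controls lacking substrate or enzyme; luminescent end-point.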
FUS suppressor – qHTS for Suppressors of FUS Proteinopathy: Primary screen using FUS-linked yeast assay. S. cerevisiae FUS-expressing, growth rescue, OD600, 24 h. Potency, µM (doses to about 76.6 µM), inactives show at the top dose growth rescue (activation), hits mostly activators. 390,000 tested, 0.24% active;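 note: potency is the fitted concentration of half-maximal effect; plate controls were DMSO vehicle for no effect and reference control for full effect; nearly all actives have a fitted effect of over 55% in size; some results filed as inactive show a strong effect at the top dose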
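FUS-expressing yeast, raffinose-pregrown, induced in 2% galactose minimal medium at OD 0.005; compounds in a dilution series, 24hr at 30C. Growth restoration read as absorbance at 600 nm. CP55940 positive control, DMSO negative.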
* hit, by the source's call; ? = inconclusive; . = no result given; [ ] = dose if it differs, or a comment. Unless noted, calls come from the whole dose curve; as a rule, active = well fitted curve in the direction sought with a large enough effect; inconclusive = small, poorly fitted or top-dose-only effect, or another doubt; inactive = no such curve, though single readings can be large; an effect the other way counts as inactive or inconclusive.

SMILES	EPAC1 ag	PLK1 PBD inh	EPAC1 antag	Abeta yeast res	WRN inhibitor	IL2 activator	PI5P4Ka inh	FUS suppressor
COc1ccc(C(=O)Nc2ccc(S(=O)(=O)N3CCOCC3)cc2)cc1	-5%	-10%	-14%	-3%	-15%	0.1	5	11%
Cc1ccc(C2Nc3ccc4ccccc4c3C3=C2C(=O)CC(C)(C)C3)o1 (stereo unspecified)	9%	-8%	4%	5%	-7%	0.9	.	8%
O=C(O)c1cccc(N2CCCC2=O)c1	9%	-14%	6%	-7%	-1%	-1.1	.	-3%
Cc1ccc(CNC(=O)CCCc2c[nH]c3ccccc23)cc1	4%	-7%	4%	18%	0%	-0.1	1	10%
CC(C)c1ccccc1NC(=S)NC(C)c1ccccc1 (stereo unspecified)	1%	-13%	1%	?	-1%	0.0	17	4%
CC1(C(=O)NS(=O)(=O)c2cccc(F)c2)CCN1C(=O)c1ccccc1 (stereo unspecified)	-1%	-10%	12%	2%	3%	0.1	-5	-20%
Cc1ccccc1Nc1nc(N)nc(COC(=O)c2cccc(S(=O)(=O)N(C)C)c2)n1	-2%	2%	6%	11%	4%	-1.5	2	.
COc1ccccc1-c1ocnc1C(=O)N1CCN(C(=O)C(c2ccccc2)c2ccccc2)CC1	10%	-15%	8%	0%	5%	-0.5	-6	41%
Cc1cc(C)c(C)c(S(=O)(=O)N2CCSCC2)c1C	1%	-7%	-5%	0%	-4%	0.0	0	6%
CC1CCc2c(sc3ncn(CCO)c(=O)c23)C1 (stereo unspecified)	-1%	-4%	-1%	-2%	0%	-1.6	1	21%
CC(C)(C)c1ncc(S(=O)(=O)c2ccc(C(F)(F)F)cn2)c(N)n1	1%	-7%	-7%	-8%	-2%	-3.1	-1	19%
CCOC(=O)C1=C(C)n2c(s/c(=C3\C(=O)Nc4ccccc43)c2=O)=NC1c1ccc(OC)cc1 (stereo unspecified)	13%	-16%	1%	0%	-10%	-1.3	4	?
Cc1ccc(C(=O)Nc2nc3ccccc3c(=O)s2)cc1	1%	-19%	-5%	5%	-7%	-3.4	.	-18%
COc1ccccc1CC(NC(C)=O)C(=O)NC1CCN(C(=O)NCc2ccccc2)CC1 (stereo unspecified)	5%	-7%	-3%	6%	3%	-1.3	-14	-2%
Cc1ccc(Cc2c(-c3cccc(Cl)c3)nc3ccc(C)cn23)cc1	5%	-3%	-17%	8%	-6%	-0.5	16	37%
CCOc1ccc(Br)cc1C1C(C(=O)OC)=C(N)Oc2cc(N(C)C)ccc21 (stereo unspecified)	17%	8%	-9%	18%	-18%	-0.5	22	?
O=C1C=C(NC(=O)Nc2ccc(Cl)c(Cl)c2)CCC1	8%	-6%	-11%	-9%	2%[57.1 µM]	-0.1	1	14%
O=C(COC(=O)CCC1CCCC1)Nc1ccc(F)cc1	-10%	-8%	-4%	7%	0%	-0.4	-2	.
CC(=O)NS(=O)(=O)c1ccccc1	6%	-3%	-1%	6%	-5%	-1.2	.	-10%
COc1ccc(NC(=O)c2ccccc2-c2ccccc2)cc1	3%	2%	-34%	1%	-5%	0.5	-2	21%
O=C(O)CCc1nnc(SCC(=O)Nc2ccc(Br)cc2)[nH]c1=O	-1%	-10%	-8%	-1%	-7%	0.5	-16	0%
O=C(O)CCC(=O)N(Cc1ccco1)C1CC(=O)N(c2ccccc2)C1=O (stereo unspecified)	13%	-10%	-22%	-4%	-6%	0.4	3	-10%
COc1cc2c(cc1OC)CN(CC(=O)Nc1cccc([N+](=O)[O-])c1)CC2	1%	-11%	8%	-36%	8%	0.9	-2	?
N#CCC(=O)N/N=C\c1cccc(OC/C=C/c2ccccc2)c1	-18%	2%	-22%	-8%	-1%	-1.8	-13	31%
CCN(CC)Cc1c[nH]c2c(C(=O)OC)cccc12	4%	-3%	-9%	2%	-5%	1.4	-3	-9%

Part of the list above, in CSV form:
compound,EPAC1 ag,PLK1 PBD inh,EPAC1 antag,Abeta yeast res,WRN inhibitor,IL2 activator,PI5P4Ka inh,FUS suppressor
CC1CCc2c(sc3ncn(CCO)c(=O)c23)C1 (stereo unspecified),-1%,-4%,-1%,-2%,0%,-1.6,1,21%
CC(C)(C)c1ncc(S(=O)(=O)c2ccc(C(F)(F)F)cn2)c(N)n1,1%,-7%,-7%,-8%,-2%,-3.1,-1,19%
CCOC(=O)C1=C(C)n2c(s/c(=C3\C(=O)Nc4ccccc43)c2=O)=NC1c1ccc(OC)cc1 (stereo unspecified),13%,-16%,1%,0%,-10%,-1.3,4,?
Cc1ccc(C(=O)Nc2nc3ccccc3c(=O)s2)cc1,1%,-19%,-5%,5%,-7%,-3.4,.,-18%
COc1ccccc1CC(NC(C)=O)C(=O)NC1CCN(C(=O)NCc2ccccc2)CC1 (stereo unspecified),5%,-7%,-3%,6%,3%,-1.3,-14,-2%
Cc1ccc(Cc2c(-c3cccc(Cl)c3)nc3ccc(C)cn23)cc1,5%,-3%,-17%,8%,-6%,-0.5,16,37%
CCOc1ccc(Br)cc1C1C(C(=O)OC)=C(N)Oc2cc(N(C)C)ccc21 (stereo unspecified),17%,8%,-9%,18%,-18%,-0.5,22,?
O=C1C=C(NC(=O)Nc2ccc(Cl)c(Cl)c2)CCC1,8%,-6%,-11%,-9%,2%[57.1 µM],-0.1,1,14%
O=C(COC(=O)CCC1CCCC1)Nc1ccc(F)cc1,-10%,-8%,-4%,7%,0%,-0.4,-2,.
CC(=O)NS(=O)(=O)c1ccccc1,6%,-3%,-1%,6%,-5%,-1.2,.,-10%
COc1ccc(NC(=O)c2ccccc2-c2ccccc2)cc1,3%,2%,-34%,1%,-5%,0.5,-2,21%
O=C(O)CCc1nnc(SCC(=O)Nc2ccc(Br)cc2)[nH]c1=O,-1%,-10%,-8%,-1%,-7%,0.5,-16,0%

Carrying on:
SMILES	EPAC1 ag	PLK1 PBD inh	EPAC1 antag	Abeta yeast res	WRN inhibitor	IL2 activator	PI5P4Ka inh	FUS suppressor
O=C(O)c1ccc(CS(=O)c2cccc(C(F)(F)F)c2)o1 (stereo unspecified)	7%	-7%	10%	-3%	1%	-1.6	.	5%
COc1ccc(NC(=O)Cn2nnc(C(=O)NCc3ccco3)c2N)cc1	-21%	1%	-4%	-4%	-8%	-0.4	1	-14%
CCCCn1c(N)c(N(CCOC)C(=O)c2oc3ccc(OC)cc3c2C)c(=O)[nH]c1=O	-5%	-2%	-1%	3%	-13%	-2.0	-2	23%
Cc1cc(Cl)ccc1OCC(=O)N[C@@H](Cc1ccccc1)c1nc2ccccc2[nH]1	-7%	-17%	?	6%	-12%	-0.5	11	.
Cc1ccc(NC(=O)c2ccc3c(c2)[nH]c(=O)n3C(C)C)cc1	-6%	-30%	-11%	6%	2%[57.1 µM]	0.9	5	-2%
CCCCS(=O)(=O)N1CCC(C(=O)NCC2CCCO2)CC1 (stereo unspecified)	2%	-11%	2%	-9%	9%	-3.7	1	-16%
CCCCn1c(Cc2ccccc2)nnc1SCC(=O)Nc1cc(C)on1	6%	-11%	0%	19%	0%	0.0	-3	9%
COc1ccc2[nH]c(C(=O)Nc3ccc(C)c(F)c3)cc2c1	5%	-6%	18%	-5%	6%	1.3	-3	7%
Cc1ccc(/C=N/NC(=O)c2ccc(OC3CCCC3)cc2)o1	5%	-10%	9%	-14%	-4%	-2.0	-3	1%
COc1cc(NC(=O)Cc2ccccc2)nc(OC)n1	2%	-8%	-24%	-7%	3%	7.9	-1	-19%
Brc1cccc(OCCN2CCCCC2)c1	8%	1%	-6%	-9%	-1%	-1.5	3	13%
O=C(Nc1ccccc1)N(Cc1ccccc1)CC(O)C(F)(F)F (stereo unspecified)	9%	0%	-8%	23%	-5%	-0.6	8	4%
Cc1ccnc(SCc2cn3c(C)cccc3n2)n1	-3%	?	1%	-8%	7%	-4.3	1	17%
N#Cc1ccc(-c2ccc(F)cc2)nc1Sc1ccccc1	-5%	-1%	0%	4%	11%	-2.5	.	15%
CCC(=O)Nc1nnc(SCc2ccccc2F)s1	7%	-14%	-15%	-13%	-28%	-5.6	-2	-3%
Cc1ccc(NC(=O)c2cc(C)nc3ccccc23)c(C)c1	1%	-15%	-6%	8%	0%	-0.2	-7	-22%
O=C(Nc1cccc(S(=O)(=O)NC2=NCCC2)c1)c1cc(-c2ccccn2)nc2ccccc12	-6%	-15%	?	-5%	2%	-2.4	3	-19%
COc1ccc(/C=N/NC(=O)c2ccc(CN3C(=O)c4cccc5cccc3c45)cc2)cc1O	-8%	-25%	-8%	-7%	-5%	-0.2	-9	?
NC(=O)C1=C[C@@H](c2ccccc2)C[C@@H](OCCCCO)O1	-10%	-8%	-2%	-5%	9%	-0.2	-2	-26%
CCc1ccc(NC(=O)C2CCN(S(C)(=O)=O)CC2)cc1	5%	-2%	-6%	-3%	-8%	56*	.	-15%
Cc1ccc(S(=O)(=O)N2CCCCC2)cc1C(=O)NCCN1CCOCC1	2%	3%	-19%	1%	-1%	-0.5	3	-5%
CC1(C)Oc2cc(N)c([N+](=O)[O-])cc2O1	-9%	-13%	-8%	-14%	-7%	-0.6	2	-10%
